# Statin myotox sup – suppression of simvastatin myotoxicity. 0.78% of 330,000 active. AID 602340. C2C12 myotubes + simvastatin, ATP luminescence, 48 h; scaled: DMSO 0, geranylgeraniol control 100. rescue of ATP level, % at 7.49 µM;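 active means mean ATP rescue above about 67%, or every replicate alone reaching that limit, limit read from the data, passing the limit was not always enough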;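 further: myotubes were challenged with 10 µM simvastatin during compound exposure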
# PAX8 reporter – inhibitors of PAX8 transcriptional activity in RMG-I cells; 1.2% of 360,000 active; inhibition, % at 12.6 µM; RMG-I TPO-luciferase reporter, SteadyGlo, 24 h;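 active means mean replicate inhibition at least 60% with every replicate also reaching 60%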;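 further: luciferase light reporting Pax8 driven TPO promoter activity; plate controls were median of neutral control wells for no effect and mitoxantrone controls for full effect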
# Cneo AK release – causes C. neoformans cell lysis; 0.2% of 360,000 active; AID 651654; adenylate kinase release luminescence, 4 h; normalised: neutral wells 0, clomiphene wells 100; lysis activity, % at 15 µM;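 active means mean lysis activity across replicates of at least 80%, whatever share of replicates individually reach that level; inactive means mean lysis activity below 80%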
#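 Signal: Adenylate kinase release luminescence | Assay system: Log-phase Cryptococcus neoformans yeast cells | Input: Cells at 5 × 10^6 per mL | Buffer or medium: Fresh YPD growth medium | Compound: Single dose | Schedule: Static 4 h at 37 °C with compound, 1 h detection | Controls: Clomiphene | Read-out: Luminescence rise reflecting yeast cell lysis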
# PglD DTNB – blocks C. jejuni PglD acetyltransferase activity | purified PglD enzyme, DTNB colorimetric CoA detection | inhibition, % at 12.5 µM | 0.098% of 360,000 active | AID 602405; in the data active means inhibition above about 16%, passing the limit was not always enough; further: strong numbers were not always called active
# PGC1a acetyl inh – lowers PGC1a acetylation signal in U2OS cells; AlphaScreen anti-acetyl-lysine; with virally co-expressed GCN5 acetyltransferase; inhibition, % at 15.6 µM; 0.17% of 350,000 active;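 active means every replicate shows inhibition of at least 40%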;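 further: 0% = neutral control wells and 100% = positive control wells; some results beyond the cut were filed as inactive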
# GSIS activator – primary screen for activators of insulin secretion dependent on glucose, INS-1E cells, GLuc reporter luminescence. INS-1E GLuc reporter insulin secretion, 2-3 h. activation, % at 16.6 µM. 0.61% of 370,000 active;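 active means lowest replicate activation of at least 40%, so every replicate reaches that level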;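 further: 0% = median of neutral control wells and 100% = median of IBMX positive control wells; some compounds called inactive have numbers as strong as hits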
# ARNT-TACC3 inh – disruptors of human ARNT/TACC3 interaction. Q9Y6A5. AlphaScreen His-ARNT PAS-B/GST-TACC3 binding, luminescence; TACC3 fragment carries E629A point mutation. inhibition, % at 9.99 µM. 0.66% of 390,000 active. AID 623870;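 active means mean inhibition of replicates at least 50% and at least half of replicates each reaching 50%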;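 further: 0% = complete ARNT plus TACC3 wells and 100% = ARNT alone without TACC3; many hits fall short of the cut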
# LGR2 antag – blocks bursicon-induced cAMP signaling via Drosophila LGR2 | HEK293 LGR2, CRE-luciferase, bursicon-stimulated, 4 h | inhibition, % at 9.99 µM | 0.35% of 380,000 active;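 active means drop in luminescence signal, shown as inhibition above about 50% in the replicate tests, limit read from the data, passing the limit was not always enough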;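 further: agonist challenge used bursicon conditioned medium at about half maximal strength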
# Active calls of the source: *; . = not tested or not shown; & = joins results of further samples. Compounds were not picked by outcome; overall some 2.9% were active at least once.
# Every second line gives: Statin myotox sup	PAX8 reporter	Cneo AK release	PglD DTNB	PGC1a acetyl inh	GSIS activator	ARNT-TACC3 inh	LGR2 antag
CCCNC(=O)C[C@@H]1CC[C@@H]2[C@H](COC[C@@H](O)CN2C(=O)c2cc(Cl)cc(Cl)c2)O1
 : 25	-10	-2	0	10	5	0	7
Cc1cccc(NC(=O)CSc2nnc(-c3ccccc3Br)o2)c1C
 : .	.	1	0	-4	.	-4	.
O=C(NCCc1ccccc1)C1CCN(Cc2ccccc2F)CC1
 : 6	1	-1	-3	3	23	-4	-11
CC(C)C(=O)N1CCN(CCN=CC2=C(O)CC(c3ccco3)CC2=O)CC1 (configuration not stated)
 : 6&18	-2&1	-1&-4	2&2	-11&2	.	-11	-7
CC(C)Cc1ccc(S(=O)(=O)Nc2ccccn2)cc1
 : 8	3	.	.	33	13	-13	3
Cc1nnc(SCC(=O)N(CC(C)C)c2c(N)n(CC(C)C)c(=O)[nH]c2=O)n1-c1ccccc1
 : .	-4	.	.	.	-4	-2	3
CC1(C)C2CCC(CN=C(N)CSS(=O)(=O)O)C1C2 (configuration not stated)
 : 23	9	0	6	-11	.	.	.
C[C@@H]1CN([C@@H](C)CO)C(=O)c2cc(NS(=O)(=O)c3cn(C)cn3)ccc2O[C@@H]1CN(C)C(=O)Nc1ccccc1
 : .	.	-3	0	-9	-8	-6	6
COC(=O)c1sccc1N/N=C/c1ccc(OC)c(OC)c1OC
 : 2	-163	-2	-3	.	-16	-2	-27
Cc1cccc(OCc2nc(C#N)c(N3CC(C)CC(C)C3)o2)c1 (configuration not stated)
 : -10	-23	2	0	.	6	18	1
Cc1ccc(NC(=O)COC(=O)c2nn(C)cc2Cl)cc1
 : 5	16	.	.	.	2	4	6
COc1ccc2c(c1)cc1n2CCN2CCCN=C12
 : -6	.	10	-5	-1	-2	-2	-5
CC(C)NC(=O)Nc1ccc2c(c1)C(=O)N([C@@H](C)CO)C[C@H](C)[C@H](CN(C)Cc1ccc(C(=O)O)cc1)OCCCC[C@H](C)O2
 : .	6	47	1	4	35	-6	-4
C=CCn1c(SCC(=O)NC(=O)NCCC)nnc1C1CCCCC1
 : 3	.	1	9	13	4	-22	9
Cc1ccc(NN=Nc2nc3c([nH]2)c(=O)n(C)c(=O)n3C)cc1
 : .	29	.	.	.	1	5	-31

# (more compounds)
# Every second line gives: Statin myotox sup	PAX8 reporter	Cneo AK release	PglD DTNB	PGC1a acetyl inh	GSIS activator	ARNT-TACC3 inh	LGR2 antag
COc1ccccc1NC(=O)COc1ccc(-c2nn(C)c(=O)c3ccccc23)cc1
 : 9	-151	-2	-4	.	7	2	2
COc1cccc(NC(=O)N2C[C@@H](O)COC[C@H]3O[C@H](CC(=O)N(C)C)CC[C@@H]32)c1
 : -4	4	0	2	-4	2	0	2
CCC(=O)N(C)C[C@H]1Oc2cc(-c3ccc(OC)cc3)ccc2S(=O)(=O)N([C@H](C)CO)C[C@@H]1C
 : -36	-3	-3	0	-5	-10	-10	-6
CN1CCN(c2ccccc2NC(=O)c2ccc(-c3ccccc3[N+](=O)[O-])o2)CC1
 : 4	24	-1	3	-15	12	23	-8
COc1ccc(CCNC(=O)c2ccccc2-c2ccccc2C(=O)O)cc1OC
 : 11	16	0	-1	.	-23	-11	-8
O=C(O)c1ccccc1-c1ccccc1C(=O)Nc1ccccc1Br
 : -5	-1	4	0	.	-7	.	1
CCCOc1cccc(NC(=O)c2c(-c3ccccc3)noc2C)c1
 : 11	11	8	-1	-5	.	-4	.
O=C(/C=C/c1ccco1)NCC(=O)N/N=C/c1ccccc1[N+](=O)[O-]
 : .	34	.	.	.	-8	-2	-1
O=C(N/N=C/c1ccco1)c1ccc(OCc2ccccc2)cc1
 : .	-11	.	.	.	0	-7	-14
COCCCN1C(=O)c2ccc(C(=O)Nc3ccccc3OC)cc2C1=O
 : -15	.	-2	2	8	.	-2	.
O=C(NC(=S)Nc1ccccc1O)c1ccccc1Cl
 : .	-13	.	.	.	-1	7	-43
Nc1nc(SCC(=O)NCCC(c2ccccc2)c2ccccc2)n[nH]1
 : 51	.	-1	-8	-6	-9	-4	1
COc1cccc(C(=O)Nc2ccc3c(c2)C(=O)N(C)[C@@H]2CC[C@H](CC(=O)N[C@H](C)c4ccccc4)O[C@H]2CO3)c1
 : 8	-12	-2	0	2	7	13	2
COCC#Cc1ccc2c(c1)O[C@@H](CN(C)CC1CCCC1)[C@H](C)CN([C@@H](C)CO)S2(=O)=O
 : -166	-1	9	-1	-11	1	2	6
Cc1ccc(NC(=O)N2CCCC2C(=O)NCC2CCCO2)cc1 (configuration not stated)
 : 0	-20	1	0	-1	14	-3	-11

# The list goes on:
# Every second line gives: Statin myotox sup	PAX8 reporter	Cneo AK release	PglD DTNB	PGC1a acetyl inh	GSIS activator	ARNT-TACC3 inh	LGR2 antag
Cc1noc(/C=C/N(C)C)c1S(=O)(=O)N(C)Cc1ccc(F)cc1
 : -6	0	-1	-2	-16	-9	-2	20
COC(CNC(=O)C1CCC(CNS(=O)(=O)c2c(C)cc(C)cc2C)CC1)OC (configuration not stated)
 : 0	11	1	-8	7	-3	4	1
CC(=O)N(C)C[C@H]1Oc2cc(C#CC3CC3)ccc2S(=O)(=O)N([C@@H](C)CO)C[C@H]1C
 : -3	.	.	.	4	7	.	-2
O=C(Cn1cccc1C(=O)c1ccccc1)NCCCc1ccccc1
 : .	-4	.	.	.	-8	-4	-7
CCCc1cc(=O)[nH]c(SCC(=O)Nc2ccc(C)c(S(=O)(=O)N3CCCCC3)c2)n1
 : 20	3	0	-1	-6	4	-1	-9
COc1ccc(C(=O)C2CCCN(C(=O)c3n[nH]c4c3CCCC4)C2)cc1OC (configuration not stated)
 : 5	-7	0	-2	11	67*	3	-12
CCNC(=O)NC(=O)CSc1ccc(S(=O)(=O)N(C)C2CCCCC2)cn1
 : -7	-3	-1	-2	20	-11	-1	19
C[C@H]1CN([C@@H](C)CO)C(=O)c2cc(NC(=O)Nc3ccc(F)cc3)ccc2O[C@H]1CN(C)Cc1ccc(C(=O)O)cc1
 : 4	2	0	14	5	12	-10	1
COc1ccc(S(=O)(=O)Nc2cccc3c2O[C@@H](CN(C)CC2CC2)[C@H](C)CN([C@H](C)CO)C3=O)cc1
 : 20	.	-1	4	8	9	0	3
CCc1ccc(NC(=O)N(Cc2ccco2)C(C)c2cccs2)cc1 (configuration not stated)
 : -10	.	-1	-2	2	-17	-9	33
Fc1ccccc1-c1csc(=Nc2cccnc2)n1CC1CCCO1 (configuration not stated)
 : -12	6	.	.	-5	7	14	-51
O=C(c1ccc(Cl)cc1Cl)N1CCOCC1
 : 1	.	0	-1	35	-3	-2	-1
Cc1nc(NC(=O)C2CC2)sc1C(=O)Nc1cccc(Cl)c1
 : -49	-3	0	3	.	24	1	-5
CCN=C1SC(CC(=O)Nc2ccc3c(c2)OCO3)C(=O)N1CC (configuration not stated)
 : .	7	.	.	.	5	0	15
CO[C@H]1CN(C)C(=O)c2ccc(NC(=O)Nc3cc(Cl)cc(Cl)c3)cc2OC[C@H](C)NC[C@@H]1C
 : .	11	.	.	0	-24	.	13

# Following part
# Every second line gives: Statin myotox sup	PAX8 reporter	Cneo AK release	PglD DTNB	PGC1a acetyl inh	GSIS activator	ARNT-TACC3 inh	LGR2 antag
COc1ccc(CC(=O)NCc2n[nH]c(=S)n2-c2ccccc2)cc1
 : .	7	2	-2	.	15	-2	-2
CCOC(=O)c1ccc(OCC2NCCc3cc(OC)c(OC)cc32)cc1 (configuration not stated)
 : -2	-9	-1	2	4	15	4	9
Cc1nnsc1-c1nnc(SCC(=O)c2ccc(F)cc2)n1C1CC1
 : -4	2	-1	4	.	6	-8	-2
Cc1ccc(NC(=O)CN(C)C(=O)CSc2ccccc2F)cc1
 : 0	-5	4	-1	1	9	-7	-10
O=C(NCc1cccs1)c1cc(S(=O)(=O)N2CCOCC2)c(Cl)cc1Cl
 : .	1	-1	4	.	15	2	-6
CN1C(=O)c2cc(NC(=O)C3CCCC3)ccc2OC[C@H]2O[C@H](CC(=O)NCC3CC3)CC[C@H]21
 : -5	16	1	-2	-3	3	-10	3
CCCc1cc(=O)oc2cc(OCc3cccc(OC)c3)c(Cl)cc12
 : .	-8	.	.	.	41	4	1
Cc1cccc(-n2c(SCc3ccc(C#N)cc3)nnc2-c2c[nH]c3ccccc23)c1
 : .	.	-3	-6	.	-37	-6	9
COCCNC(=O)Cn1cnc2c(cnn2-c2ccc(OC)cc2)c1=O
 : .	-5	.	.	.	2	3	1
CN(C(=O)COC(=O)/C=C/c1ccc2c(c1)OCO2)c1c(N)n(Cc2ccccc2)c(=O)[nH]c1=O
 : 2	-1	4	-5	-2	6	-1	15
CCCCNC(=O)c1cccnc1SCC(=O)Nc1ccccc1OC
 : .	-10	15	1	-18	2	-3	-2
CN1C(=O)c2cc(NC(=O)Nc3ccccc3Cl)ccc2OC[C@H]2O[C@@H](CC(=O)O)CC[C@H]21
 : 4	17	-3	-3	-6	9	3	0
Cc1cc(C)n(-c2ccc(C(=O)NC3=NCCS3)cc2)n1
 : -6	-126	-2	4	-2	.	1	.
CC1CCN(C(C(=O)Nc2ccc3c(c2)OCO3)c2ccccc2)CC1 (configuration not stated)
 : 31	-3	-4	-3	-16	.	3	0
COc1ccc(NC(=O)N(C)C[C@@H]2OCc3ccccc3-c3ccccc3C(=O)N([C@@H](C)CO)C[C@@H]2C)cc1
 : .	.	-2	6	3	-4	-4	25

# 12 entries from above, as comma-separated lines.
molecule,Statin myotox sup,PAX8 reporter,Cneo AK release,PglD DTNB,PGC1a acetyl inh,GSIS activator,ARNT-TACC3 inh,LGR2 antag
Cc1ccc(NC(=O)CN(C)C(=O)CSc2ccccc2F)cc1,0,-5,4,-1,1,9,-7,-10
O=C(NCc1cccs1)c1cc(S(=O)(=O)N2CCOCC2)c(Cl)cc1Cl,.,1,-1,4,.,15,2,-6
CN1C(=O)c2cc(NC(=O)C3CCCC3)ccc2OC[C@H]2O[C@H](CC(=O)NCC3CC3)CC[C@H]21,-5,16,1,-2,-3,3,-10,3
CCCc1cc(=O)oc2cc(OCc3cccc(OC)c3)c(Cl)cc12,.,-8,.,.,.,41,4,1
Cc1cccc(-n2c(SCc3ccc(C#N)cc3)nnc2-c2c[nH]c3ccccc23)c1,.,.,-3,-6,.,-37,-6,9
COCCNC(=O)Cn1cnc2c(cnn2-c2ccc(OC)cc2)c1=O,.,-5,.,.,.,2,3,1
CN(C(=O)COC(=O)/C=C/c1ccc2c(c1)OCO2)c1c(N)n(Cc2ccccc2)c(=O)[nH]c1=O,2,-1,4,-5,-2,6,-1,15
CCCCNC(=O)c1cccnc1SCC(=O)Nc1ccccc1OC,.,-10,15,1,-18,2,-3,-2
CN1C(=O)c2cc(NC(=O)Nc3ccccc3Cl)ccc2OC[C@H]2O[C@@H](CC(=O)O)CC[C@H]21,4,17,-3,-3,-6,9,3,0
Cc1cc(C)n(-c2ccc(C(=O)NC3=NCCS3)cc2)n1,-6,-126,-2,4,-2,.,1,.
CC1CCN(C(C(=O)Nc2ccc3c(c2)OCO3)c2ccccc2)CC1 (configuration not stated),31,-3,-4,-3,-16,.,3,0
COc1ccc(NC(=O)N(C)C[C@@H]2OCc3ccccc3-c3ccccc3C(=O)N([C@@H](C)CO)C[C@@H]2C)cc1,.,.,-2,6,3,-4,-4,25

# Screening results (PubChem)
